NS3 helicase inh = inhibitors of Hepatitis C virus NS3 helicase. inhibition, % at 10.9 µM. NS3 helicase DNA unwinding, Cy5 molecular beacon fluorescence. hit rate 0.56% among 290,000;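 active = inhibition above the mean of all tested compounds plus 3 SD, set per campaign, cut at about 35% in these data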;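 also: 0% = DMSO wells and 100% = thioflavine S control wells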
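Assay system: hepatitis C virus NS3 helicase domain fragment enzyme. Also added: annealed dual-labelled DNA beacon duplex, ATP-started. Timing: 1 h reaction at 25 °C, ATP-initiated. Technique: Cy5 fluorescence at 0 and 60 min, beacon hairpin quenching. Evaluation: % inhibition of unwinding. Replication: one well per compound.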
CRFBP-R2 agonist = agonists of human CRF-binding protein/CRF-R2 receptor complex | HEK293 CRF-R2/CRF-BP, calcium dye fluorescence (FLIPR); percent of saturating CRF peptide response | activation, % at 13.2 µM | hit rate 0.46% among 350,000;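 active = activation of at least 50%, plus an integration ratio under a set limit after plate pattern correction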;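 also: plate controls were neutral control wells without compound for no effect and CRF at EC100 for full effect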
SUMO HTRF inh = blocks human SUMOylation mediated by UBC9 | P63279 | HTRF SUMOylation assay, SAE1/SAE2 + UBC9, in vitro | inhibition, % at 35 µM | hit rate 0.36% among 290,000 | AID 2006; in the data active = inhibition above about 50%, passing the limit was not always enough; also: strong numbers were not always called active
Target sequence (P63279 whole entry, looked up): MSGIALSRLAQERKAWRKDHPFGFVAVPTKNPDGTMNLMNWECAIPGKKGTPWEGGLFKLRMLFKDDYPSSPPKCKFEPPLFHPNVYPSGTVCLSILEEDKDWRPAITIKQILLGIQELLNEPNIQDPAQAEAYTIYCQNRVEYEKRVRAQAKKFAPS
MEKK2wt PB1 HTS = raises or lowers MEK5 binding to wildtype human MEKK2 PB1 domain; hit rate 1.1% among 290,000; bead flow cytometry, Alexa488-MEK5 binding to MEKK2 WT; actives lie on both sides; Q9Y2U5; binding response (% of control), % at 10 µM; in the data active = binding response below about 67% or above about 130%
GalR3 antag = blocks the human galanin receptor 3. O60755. HEK293 GalR3-CNG cAMP membrane potential fluorescence; galR3 body fused to GalR1 C-terminus. inhibition, % at 3 µM. hit rate 0.44% among 360,000. AID 651719;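 active = inhibition above the screen-wide average plus 3 SD, cut at about 13% in these data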;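 also: forskolin and galanin both at EC90 stimulate the cells; cAMP rise reported by CNG channel membrane potential dye signal; 0% = forskolin plus galanin with DMSO and 100% = forskolin alone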
Target sequence (O60755 1-299 limits assumed): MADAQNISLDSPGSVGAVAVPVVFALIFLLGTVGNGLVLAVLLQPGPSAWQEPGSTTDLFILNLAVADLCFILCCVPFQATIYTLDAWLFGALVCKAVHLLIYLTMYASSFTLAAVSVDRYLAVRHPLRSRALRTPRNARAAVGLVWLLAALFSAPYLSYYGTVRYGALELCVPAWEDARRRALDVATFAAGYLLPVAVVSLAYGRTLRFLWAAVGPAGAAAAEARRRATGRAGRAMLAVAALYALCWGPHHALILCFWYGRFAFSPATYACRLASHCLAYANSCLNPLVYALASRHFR
FID counter = fluorescent intercalator displacement, NS3 helicase counter-screen | DNA fluorescent intercalator displacement, fluorescence | inhibition, % at 7.9 µM | hit rate 0.17% among 290,000; in the data active = inhibition above about 37%;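 also: 0% = vehicle and 100% = reference compound; higher means more ethidium bromide displaced from hairpin DNA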
MEKK2mut PB1 HTS = signal of MEK5 binding to mutant human MEKK2 PB1 domain | AID 1530 | bead flow cytometry, Alexa488-MEK5 binding to MEKK2 mutant | percent response, % at 10 µM | hit rate 0.35% among 290,000; in the data active = percent response above about 24%, passing the limit was not always enough; also: inactives centre near 1; some results filed as inactive read as strong as hits; reference of the scale not given here
MEKK3 PB1 HTS = modulators (inhibitors or enhancers) of MEK5 binding to human MEKK3 PB1 domain | bead-based flow cytometry, Alexa488-MEK5 binding to MEKK3; actives lie on both sides; 0 = blocked by unlabeled MEK5, 100 = vehicle | binding response (% of control), % at 10 µM | hit rate 1.4% among 290,000 | AID 1529;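 active = binding response more than 3 SD above or below the average of its plate-row segment, actives on both sides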;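 also: Alexa488 bead fluorescence after subtracting the streptavidin-only scavenger bead signal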
Target sequence (Q99759 whole entry, looked up, the tested form may be a part): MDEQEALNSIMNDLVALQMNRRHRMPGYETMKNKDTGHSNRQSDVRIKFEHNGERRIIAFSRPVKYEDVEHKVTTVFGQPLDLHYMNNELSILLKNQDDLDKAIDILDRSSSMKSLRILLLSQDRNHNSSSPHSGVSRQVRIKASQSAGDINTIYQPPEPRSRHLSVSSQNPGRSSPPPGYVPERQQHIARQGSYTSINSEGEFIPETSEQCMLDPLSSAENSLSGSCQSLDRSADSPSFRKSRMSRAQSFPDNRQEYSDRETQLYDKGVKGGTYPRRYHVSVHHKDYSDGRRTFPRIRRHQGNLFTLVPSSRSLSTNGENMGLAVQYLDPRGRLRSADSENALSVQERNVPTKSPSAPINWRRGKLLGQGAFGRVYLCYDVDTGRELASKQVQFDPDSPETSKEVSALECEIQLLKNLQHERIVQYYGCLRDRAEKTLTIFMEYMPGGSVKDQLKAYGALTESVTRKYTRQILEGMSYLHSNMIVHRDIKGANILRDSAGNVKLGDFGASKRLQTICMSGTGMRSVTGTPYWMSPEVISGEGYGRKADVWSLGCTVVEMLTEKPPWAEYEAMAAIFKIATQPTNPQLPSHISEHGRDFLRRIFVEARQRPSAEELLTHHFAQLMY
CRFR2-BP antag = blocks CRF-induced signaling of the CRF-BP/CRF-R2 complex | AID 588475 | hit rate 0.59% among 350,000 | inhibition, % at 11.8 µM | HEK293 CRF-R2/CRF-BP, CRF-induced calcium fluorescence;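 active = inhibition of the ligand-induced calcium signal above about 50% at the single tested concentration, limit read from the data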
The depositor's hits bear a star; · = not tested or not shown.

SMILES	NS3 helicase inh	CRFBP-R2 agonist	SUMO HTRF inh	MEKK2wt PB1 HTS	GalR3 antag	FID counter	MEKK2mut PB1 HTS	MEKK3 PB1 HTS	CRFR2-BP antag
COC(=O)c1cccc(NC(=O)CSc2nnc(C3CC3)n2C)c1	4	-0.1	-2	104	-1	-10	2	104	2
CCc1ccc2c(c1)cc(CN(C(=S)Nc1ccccc1)C1CC1)c1nnnn12	1	2.4	12	90	-10	-1	-5	94	-47
Cc1n[nH]c(C)c1S(=O)(=O)N1CCCC(C(=O)N2CCN(c3ccc(Cl)cc3)CC2)C1 (stereo not drawn)	-7	-1.2	-9	105	-6	-29	8	104	-5
COCCCNc1nc2c(c(=O)[nH]c(=O)n2C)n1CC(O)COc1ccccc1 (stereo not drawn)	4	30	15	103	0	-12	-3	74	-8
COc1cc(C(=O)Nc2ccc(Cl)c([N+](=O)[O-])c2)cc(OC)c1OC	-1	-0.4	-2	104	-2	5	-2	100	-50
O=C(CN1N=C(c2ccccc2)CCC1=O)NCCN1CCc2ccccc2C1	-1	-0.6	-16	103	5	-7	0	116	-3
Cc1cc2cc3c(cc2nc1SCc1ccc(C(=O)O)cc1)OCCO3	14	-3.4	22	105	0	-22	12	101	2
O=[N+]([O-])c1cccc2ccc(/C=C/c3ccc(F)cc3)nc12	-3	2.1	-9	107	-10	8	-1	106	-20
Cc1cc(NC(=O)CSc2nc3c([nH]c4ccccc43)c(=O)n2-c2ccccc2F)no1	-14	-0.5	-8	95	-1	-17	-1	96	21
COc1ccc(CCNC(=O)C2c3ccccc3C(=O)N2CCC(C)C)cc1OC (stereo not drawn)	3	0.6	3	106	-11	-25	-1	100	-12
COc1ccc(C(=O)NC(=S)NC(C)C)cc1Br	3	0.0	-4	105	-2	-5	-1	93	10
CCOC(=O)CC(=O)CSc1nc(-c2ccccc2)cc(-c2ccc(Cl)cc2)c1C#N	20	16	2	101	-4	-6	2	102	-19
CCCCN1CC(C(=O)NCc2ccc(C)cc2)CC1=O (stereo not drawn)	0	-5.3	16	106	-4	-5	6	104	6
COc1cc2c(c(OC)c1OC)CC(=O)N(C)CC2	3	-1.9	15	91	-4	-1	-4	89	2
NC(=O)c1ccc(NC(=O)c2ccc3c(c2)OCO3)cc1	-2	-1.2	6	·	1	-2	·	·	7
CS(=O)(=O)c1nc(S(=O)(=O)c2ccc(Cl)cc2)c(N2CCCCC2)s1	-9	0.6	4	98	-9	-33	1	102	-11
COc1ccc(S(=O)(=O)N2CCC(C(=O)NCCC(=O)NCc3ccncc3)CC2)cc1	5	1.7	·	111	3	-8	6	108	8
CCc1ccc(Nc2n[n+](C)c(-c3ccncc3)s2)cc1	15	-4.8	-2	102	-6	-6	-7	99	32
Cc1ccc(N2C(=O)C(Cl)=C(N3CCCCCC3)C2=O)c(C)c1	-6	0.0	7	102	-9	-19	4	105	34
CC(C)(C)C(=O)N(CCN(C(=O)C(C)(C)C)c1ccccc1)c1ccccc1	8	1.1	-10	96	-5	-7	2	100	2
CCn1nc(C)cc1C(=O)N1CCCC(C(=O)c2ccc(Oc3ccccc3)cc2)C1 (stereo not drawn)	-3	0.4	-6	99	1	-53	14	102	8
CC1CCc2sc(C(=O)N=Nc3c(O)[nH]c4ccccc34)cc2C1 (stereo not drawn)	-12	·	-2	106	·	0	0	130*	·
Cc1ccc(S(=O)(=O)N(C)c2ccc(C(=O)N3CCC(C(N)=O)CC3)cc2)cc1	-6	-0.5	-8	113	4	-11	18	109	1
S=C(Nc1ccc(Cl)cc1)N1CCN(Cc2ccccc2)CC1	0	0.0	11	92	-7	0	-11	91	-13
COc1ccc(-c2nnc(SCc3cccc(C)c3)n2N)cc1	-11	0.1	-15	101	-1	-15	3	104	1
CCN(CC)C(=O)CSc1nc2c(sc(=S)n2-c2ccccc2OC)c(=O)n1-c1ccccc1	7	-6.0	-3	96	-8	-41	-4	93	7
Cc1ccccc1NC(=O)N1CCCC1C(=O)NCc1cccs1 (stereo not drawn)	12	0.5	-14	108	·	-4	5	104	13
Cc1ccc(S(=O)(=O)Nc2ccc(S(=O)(=O)Nc3ncccn3)cc2)cc1	-3	0.9	15	107	0	-3	13	104	-5
COc1ccccc1OC(C)C(=O)N1CCC(Cc2ccccc2)CC1 (stereo not drawn)	7	-1.9	9	98	-9	-49	0	103	3
O=C(N/N=C/c1ccc(Sc2nc3ccccc3[nH]2)o1)c1ccncc1	2	0.1	-7	104	-5	-6	4	105	9
CCOc1ccc(/C=C2\CCCc3c2nc2ccccc2c3C(=O)O)cc1OC	24	·	29	111	·	-25	8	107	·
COc1ccc(Nc2nc(N)nc(CSCCO)n2)cc1	2	-0.4	2	135*	2	-1	13	115	2
CCCOc1ccc(N2C(=O)CC(N3CCN(CCN=CC4C(=O)CC(C)(C)CC4=O)CC3)C2=O)cc1 (stereo not drawn)	7	1.6	11	98	-3	-35	-1	104	-3
CC(=O)NCc1ccc(-c2csc(-c3cccs3)n2)cc1	-14	-0.7	2	98	-10	-23	1	98	-4
O=C(Cn1cncn1)NCc1cccc(OC(F)F)c1	-2	-2.1	-3	97	-2	2	0	101	-12
CCc1ccc(OCC2c3cc(OC)c(OC)cc3CCN2C(=S)NCCOC)cc1 (stereo not drawn)	-28	1.2	-30	106	-2	-19	17	103	31
COc1cccc(Oc2ccc3nnc(C(F)(F)F)n3n2)c1	-1	-2.8	12	96	-5	-8	-41	94	36
Cc1c2c(nc3c(C(=O)NC4CC4)cnn13)CCCC2	-5	-0.2	13	100	-7	-11	1	97	29
NNC(=O)CNC(=O)C12CC3CC(CC(C3)C1)C2	2	-0.6	-5	98	-2	-10	1	98	-9
CCOCCCNC(=O)c1ccccc1NC(=O)C1=C(C)OCCS1	-6	-3.6	9	107	-9	-17	7	107	11
CC(=O)NCc1ccc(S(=O)(=O)N/N=C/c2ccc(N(C)C)cc2)cc1	-4	-0.3	-15	102	-4	-1	-2	104	4
COc1ccc(/C=C/C(=O)O)cc1Cl	5	-0.8	12	109	-1	0	5	106	16
COc1ccc([N+](=O)[O-])cc1NC(=O)C(C)N(C)Cc1ccc(Br)cc1 (stereo not drawn)	1	-0.5	-10	107	-5	-1	-1	104	-9
Cc1cc(C)c2nc3nc(C)c(C)cc3c(N)c2c1	11	71*	28	112	-2	19	4	106	111*
Cc1cc(C)c(Cn2cnc3ccccc32)c(C)c1	-3	3.5	-17	102	-4	-16	3	107	-31
C/C(N)=C(/C#N)C(=O)COC(=O)c1cc(-c2ccccc2)nc2ccc(Br)cc12	-3	·	-3	103	·	-2	-3	98	·
CC(C)(C)C(=O)OCc1cn(-c2ccc(Cl)cc2)nn1	2	0.6	0	95	-5	-19	-5	99	8
COC(=O)c1sc2ncccc2c1OCc1ccc(Cl)cc1	-9	0.2	7	102	5	-1	1	98	-32
COc1cc(Cl)ccc1OCc1cc(C(=O)N(C)CCc2c(C)n[nH]c2C)no1	-7	-1.8	2	94	3	-44	-2	100	2
Cc1ccc2nc3c(c(Nc4ccccc4)c2c1)CCC3	-16	-0.7	23	109	-1	6	4	108	-7
CC1(C)CC(=O)C(C(=S)Nc2ccc(F)cc2)=C(NCCN2CCOCC2)C1	-5	0.0	8	96	1	-8	-2	100	24
Cc1ccc(Oc2ccc(OCC(=O)NC(C)C(=O)O)cc2)cc1 (stereo not drawn)	12	-0.2	11	103	-2	-39	3	105	27
CC(C)(C)C(=O)[C@H]1[C@H](c2ccccc2)[C@@]2(N=C(c3ccccc3)OC2=O)C2c3ccccc3C=NN21 (stereo partly drawn)	9	0.5	12	86	-5	-32	-3	101	-13
COc1cc(CCC(=O)NCc2ccc(F)cc2)cc(OC)c1OC	8	-0.8	0	107	-5	-7	4	104	8
CCCCN(CCCNC(=O)CN1C(=O)COc2ccc(S(=O)(=O)N3CCC(C)CC3)cc21)Cc1ccccc1	-86	1.1	-2	121	8	4	13	108	-30
Cc1cc(OCCSc2nnc(-c3cccs3)n2C)ccc1Cl	-3	2.6	-8	105	-4	-19	2	104	-26
Cc1ccc(NC(=O)c2cc(C(=O)c3cc(Cl)ccc3O)cn(-c3ccc(C)cc3)c2=O)cc1	15	-2.3	-1	95	-5	-2	-2	96	-34
Cc1ccc(C(=O)Nc2nccs2)cc1	4	-4.4	18	98	-2	1	-3	99	8
COc1ccc(NC2=C(C(C)=O)C(c3ccc4c(c3)OCO4)C(C(C)=O)C(C)(O)C2)cc1 (stereo not drawn)	-7	2.5	10	98	-7	0	-1	94	3
C=CCn1c(SCC(=O)NCC2CCCO2)nc2scc(-c3ccc(OC)cc3)c2c1=O (stereo not drawn)	-14	1.4	12	102	-2	-31	-1	100	-14

Additional results
SMILES	NS3 helicase inh	CRFBP-R2 agonist	SUMO HTRF inh	MEKK2wt PB1 HTS	GalR3 antag	FID counter	MEKK2mut PB1 HTS	MEKK3 PB1 HTS	CRFR2-BP antag
CCn1c2ccccc2c2cc(NC(=O)c3ccc(C)c([N+](=O)[O-])c3)ccc21	3	0.1	-2	102	-2	2	3	108	18
COc1ccc(C2C(C(=O)c3ccccc3)=C(C)Nc3nc4ccccc4n32)cc1OC (stereo not drawn)	-8	2.7	19	96	3	-2	-3	101	39
COc1ccc(N2CCN(C(=O)c3ccc(CNS(=O)(=O)c4cccc(OC)c4)cc3)CC2)cc1	-2	0.5	-8	99	-5	-47	3	97	4
COc1ccc(-c2nnc(-c3ccccc3)o2)cc1OC	3	-0.3	37	101	-5	-29	-4	98	0
Cc1cc(C)cc(OC(=O)c2cccnc2)c1	5	0.4	6	107	-10	-7	7	103	9
CCCCOc1ccc(C(=O)N/C(=C\c2cccc([N+](=O)[O-])c2)C(=O)OCc2ccco2)cc1	-4	0.6	-3	107	-1	-6	0	110	-8
COc1ccc(-c2cc(=O)c3ccccc3s2)cc1	-2	0.4	22	90	-11	-22	-10	88	-16
CCC(=O)Nc1c(C(=O)Nc2ccc3c(c2)OCCO3)oc2ccccc12	-19	0.4	-7	74	6	-22	-26	73	4
Cc1cc(NC(=O)Nc2cccc([N+](=O)[O-])c2)no1	0	0.7	18	88	-2	0	-5	84	-3
CNC(=O)C12CC3CC(C1)CC(c1ccc(C)cc1)(C3)C2	-8	0.3	-3	100	-7	-22	2	105	-7
Oc1ccc(N=Nc2ccccc2)cc1	-5	-2.8	12	101	-11	0	7	106	27
NC(=O)NOCc1ncc(C(F)(F)F)cc1Cl	-1	-0.6	-15	101	-3	2	6	100	-1

An excerpt of these results, with values under each structure:
Below each compound: NS3 helicase inh	CRFBP-R2 agonist	SUMO HTRF inh	MEKK2wt PB1 HTS	GalR3 antag	FID counter	MEKK2mut PB1 HTS	MEKK3 PB1 HTS	CRFR2-BP antag
- Oc1ccc(N=Nc2ccccc2)cc1
  -5	-2.8	12	101	-11	0	7	106	27
- CNC(=O)C12CC3CC(C1)CC(c1ccc(C)cc1)(C3)C2
  -8	0.3	-3	100	-7	-22	2	105	-7
- NC(=O)NOCc1ncc(C(F)(F)F)cc1Cl
  -1	-0.6	-15	101	-3	2	6	100	-1
- CCCCOc1ccc(C(=O)N/C(=C\c2cccc([N+](=O)[O-])c2)C(=O)OCc2ccco2)cc1
  -4	0.6	-3	107	-1	-6	0	110	-8
- COc1ccc(-c2nnc(-c3ccccc3)o2)cc1OC
  3	-0.3	37	101	-5	-29	-4	98	0
- COc1ccc(C2C(C(=O)c3ccccc3)=C(C)Nc3nc4ccccc4n32)cc1OC (stereo not drawn)
  -8	2.7	19	96	3	-2	-3	101	39

A portion of the library. The share of hits here may be higher or lower than overall.
